PP5 inh – inhibitors of human protein phosphatase 5 (PP5) | P53041 | purified PP5c, OMFP substrate fluorescence | inhibition, % at 6.7 µM | 320,000 tested, 0.18% active | AID 1987;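 active = inhibition above the campaign's mean inhibition across all tested compounds plus 3 SD, cut at about 9.5% in these data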;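 note: 0% = DMSO only and 100% = 100 µM cantharidin control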
Fh CTSL1 inh – cathepsin L1 inhibition, PFM18AAP counter-screen; recombinant F. hepatica cathepsin L1, Z-Leu-Arg-MCA fluorescence; inhibition, % at 5.96 µM; 300,000 tested, 0.49% active; AID 1906;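 active = inhibition above the mean of all tested compounds plus 3 SD, set per screening campaign, cut at about 17% in these data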;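 note: 0% = plate median of test compound wells and 100% = 1 µM Z-Phe-Ala-diazomethylketone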
proCasp3 act – procaspase-3 (human) activation; 330,000 tested, 0.11% active; P42574; AID 463141; recombinant procaspase-3 D3A, Ac-DEVD-pNA absorbance 405 nm; activation, % at 8.5 µM;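 active = activation above the mean of all tested compounds plus 3 SD, cut at about 21% in these data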;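 note: 0% = DMSO alone and 100% = DMSO wells spiked with extra 5 µM PC-3 D3A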
Target sequence (P42574 whole entry D9A/D28A/D175A): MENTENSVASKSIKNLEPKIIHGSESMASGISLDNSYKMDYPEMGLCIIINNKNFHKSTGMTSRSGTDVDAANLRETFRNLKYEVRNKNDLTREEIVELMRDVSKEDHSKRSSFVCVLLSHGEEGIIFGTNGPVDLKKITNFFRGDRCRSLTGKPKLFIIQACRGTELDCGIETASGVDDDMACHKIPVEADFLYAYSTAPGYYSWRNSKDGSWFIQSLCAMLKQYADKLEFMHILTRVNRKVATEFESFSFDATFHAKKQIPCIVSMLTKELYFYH
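assay system = Procaspase-3 D3A mutant | signal = absorbance at 405 nm, 0 and 120 min | times = 1 h preincubation plus 2 h reaction at 25 °C | repeats = single replicate | read-out = % activation between DMSO and enzyme-spiked controls | medium = Zinc-free HEPES saline buffer with Triton X-100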
core dimer inh – blocks dimerization of HCV core protein | AID 1899 | inhibition, % at 5 µM | 300,000 tested, 0.33% active | TR-FRET GST/Flag-core106 dimerization, 1536-well;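 active = inhibition above the mean of all tested compounds plus 3 SD, set per screening campaign, cut at about 45% in these data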
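Assay system – GST-tagged and Flag-tagged HCV core protein residues 1-106 · Quantity – core106 proteins, GST 13.5 nM and Flag 17 nM · Benchmarks – unlabelled core106 and no-GST-core106 wells · Read-out basis – percent inhibition of core106 dimerization signal · Detection – time-resolved FRET, ex 340 nm, em 617 and 671 nm · Schedule – 4 h at 22.5 °C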
PAFAH2 FP inh – inhibitors of human PAFAH2; 340,000 tested, 0.99% active; recombinant PAFAH2, FP-rhodamine activity probe, fluorescence polarization; Q99487; inhibition, % at 3.39 µM;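 active = inhibition above the mean over all tested compounds plus 3 SD, cut at about 30% in these data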;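 note: inhibitors block probe labeling of enzyme so polarization drops; 0% = enzyme with DMSO and 100% = wells lacking PAFAH2 protein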
PP1 counter – PP1-alpha (human) inhibition in PP5 counter-screen | P62136 | purified PP1alpha, OMFP fluorescence | inhibition, % at 6.7 µM | 320,000 tested, 0.9% active;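 active = inhibition above the mean inhibition of all tested compounds plus 3 SD, computed separately for each screening campaign, cut at about 15% in these data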
AHR activator – activates the human aryl hydrocarbon receptor | P35869 | 320,000 tested, 2.5% active | activation, % at 5 µM | AHR-responsive luciferase reporter cells, luminescence | AID 2796; in the data active = activation above about 47%;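 note: 0% = vehicle wells and 100% = reference agonist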
Target sequence (P35869 whole entry, looked up): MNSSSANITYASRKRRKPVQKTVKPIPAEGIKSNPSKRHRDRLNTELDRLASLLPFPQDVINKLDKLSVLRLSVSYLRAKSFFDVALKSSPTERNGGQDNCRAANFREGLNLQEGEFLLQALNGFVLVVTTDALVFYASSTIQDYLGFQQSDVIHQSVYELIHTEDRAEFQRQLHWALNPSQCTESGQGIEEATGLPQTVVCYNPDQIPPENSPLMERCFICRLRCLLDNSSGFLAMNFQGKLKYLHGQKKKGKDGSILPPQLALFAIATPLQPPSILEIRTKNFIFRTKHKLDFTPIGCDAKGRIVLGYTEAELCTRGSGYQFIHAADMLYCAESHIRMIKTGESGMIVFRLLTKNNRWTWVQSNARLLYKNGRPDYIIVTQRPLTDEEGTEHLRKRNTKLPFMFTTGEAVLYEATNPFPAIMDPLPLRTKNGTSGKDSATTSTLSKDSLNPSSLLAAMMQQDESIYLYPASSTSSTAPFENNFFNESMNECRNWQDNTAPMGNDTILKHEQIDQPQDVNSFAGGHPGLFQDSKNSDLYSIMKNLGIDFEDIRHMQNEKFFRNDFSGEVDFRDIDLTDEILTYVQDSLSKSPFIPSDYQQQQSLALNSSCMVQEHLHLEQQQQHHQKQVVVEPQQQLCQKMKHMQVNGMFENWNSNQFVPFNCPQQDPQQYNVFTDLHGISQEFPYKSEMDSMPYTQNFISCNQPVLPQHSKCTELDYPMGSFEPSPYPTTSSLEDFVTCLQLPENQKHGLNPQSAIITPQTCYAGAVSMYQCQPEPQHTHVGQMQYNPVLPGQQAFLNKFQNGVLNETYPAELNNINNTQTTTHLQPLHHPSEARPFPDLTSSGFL
procasp7 counter – counter-screen: procaspase-7 (human) activation; 330,000 tested, 0.093% active; AID 463210; recombinant procaspase-7, Ac-DEVD-pNA absorbance 405 nm; D23A/D198A/D206A triple mutant, cannot self-cleave; scale: DMSO 0, 5 µM enzyme 100; activation, % at 8.5 µM; P55210;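 active = percent activation above the screen-wide mean plus 3 SD, cut at about 25% in these data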
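Replicates: singlicate. Assay system: Procaspase-7 triple mutant (PC-7 D3A). Signal: 405 nm absorbance of p-nitroaniline. Times: 1 h preincubation, 2 h reaction. Buffer or medium: Zinc-free HEPES pH 7.4 with 300 mM NaCl, 0.01% Triton X-100. Also added: DEVD-pNA substrate. Benchmarks: DMSO wells as 0%, DMSO with 5 µM added PC-7 as 100%.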
TPT1 inh – blocks Candida albicans tRNA 2'-phosphotransferase | 300,000 tested, 0.81% active | inhibition, % at 5 µM | recombinant caTPT1, FP RNA substrate dephosphorylation;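 active = inhibition above the mean of all tested compounds plus 3 SD, set per screening campaign, cut at about 24% in these data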;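 note: plate controls were DMSO alone for no effect and ferristatin control at 100 nM for full effect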
* marks the source's active call; other numbers are inactive results; nt = no result given.

SMILES | PP5 inh | Fh CTSL1 inh | proCasp3 act | core dimer inh | PAFAH2 FP inh | PP1 counter | AHR activator | procasp7 counter | TPT1 inh
CCCc1c(C(=O)N/N=C/c2ccc(OCc3ccccc3)c(OC)c2)nnn1-c1nonc1N | 2.3 | 17* | 2 | -5 | -3 | -11 | 1 | 4 | 0
COc1ccc(NC(=S)N(CCC(C)C)C2CCN(C(C)C)CC2)cc1 | 2.7 | 2 | -12 | 6 | -2 | -3 | 1 | -7 | -1
Fc1ccc(-n2c(Cc3cccs3)n[nH]c2=S)cc1Cl | 0.2 | 4 | -12 | 4 | -3 | 3 | 0 | -41 | 2
COC(=O)C1=C(C)N(c2ccc(C)cc2)/C(=C/c2ccc(O)cc2)C1=O | 2.4 | 1 | -4 | -3 | -3 | 0 | 2 | -5 | 0
C=COCCNC(=O)C(=O)NC(C)C | 1.8 | 1 | 1 | -5 | -6 | 3 | 1 | 5 | -7
COc1ccc(C)cc1S(=O)(=O)N1CCN(C(=O)c2ncoc2-c2cccc(C)c2)CC1 | -1.6 | 2 | 10 | 13 | -5 | -3 | 8 | 12 | 0
CCOC(=O)CSc1nnc(-c2ccccc2)c(=O)[nH]1 | -0.8 | 2 | 9 | -2 | 6 | -2 | 1 | 12 | 2
COc1cc2c(cc1OC)C1(CCCC1)CNC2c1cccc([N+](=O)[O-])c1 (stereo not drawn) | 0.9 | 1 | 6 | 8 | 5 | -2 | -1 | 9 | 5
S=c1[nH]cnc2scc(-c3ccccc3)c12 | -1.1 | 2 | -1 | -2 | -3 | -2 | 0 | 0 | -1
COc1ccccc1-c1nnc(N)s1 | 0.5 | 5 | 7 | -2 | 6 | -2 | 1 | 0 | -2
Cc1nnc(OCc2nc3ccccc3n2C)c2ccccc12 | 0.6 | 7 | 5 | 3 | -6 | -3 | -9 | -5 | -4
CC(=O)OCCNC(=O)c1cccnc1 | -2.1 | 2 | 3 | -4 | 5 | -1 | 0 | 5 | -1
COc1cccc(/C=C/C(=O)OCC(=O)N(C)CC(=O)Nc2ccccc2Cl)c1OC | -2.4 | nt | -2 | nt | 1 | -4 | 1 | 6 | nt
CC(C)NC(=O)C1CCN(C2CCN(C(=O)c3scc4c3CCCC4)CC2)CC1 | 1.5 | 4 | 0 | -8 | -4 | 4 | -1 | 7 | -4
O=C(NC1CCCC1)c1ccc(S(=O)(=O)N2CCOCC2)cc1 | 3.4 | -3 | 2 | -2 | 7 | -4 | 1 | 3 | 5
Cc1ccc(S(=O)(=O)NCc2csc(-c3cccs3)n2)cc1 | 0.3 | -1 | -6 | 6 | 13 | 0 | -2 | 1 | 1
CC1Cc2ccccc2N1C(=O)COC(=O)c1cccnc1Cl (stereo not drawn) | -1.2 | 3 | 2 | 1 | -1 | -2 | 1 | 21 | -2
Cc1cnc(C(=O)OCC(=O)Nc2ccc(C)c(S(=O)(=O)N3CCCCC3)c2)cn1 | 1.0 | -7 | 4 | 5 | 5 | -4 | -3 | -3 | 0
CCc1nnc(NC(=O)CSc2nnnn2-c2cccc(C(=O)OC)c2)s1 | 3.5 | -3 | -1 | 1 | 0 | -1 | 3 | 3 | 4
CS(=O)(=O)Nc1ccc(C(=O)NCCC2=CCCCC2)cc1 | -1.3 | -1 | 3 | -4 | 3 | -5 | 7 | 10 | -2
CCCc1nn(C)c2c1C(c1ccncc1)C(C#N)=C(N)O2 (stereo not drawn) | 1.3 | -3 | 3 | 0 | -10 | 1 | 21 | -6 | -2
CC(C)NC(=O)COc1ccccc1C#N | -1.4 | -4 | 5 | -8 | -7 | -3 | 2 | -3 | -1
Cc1nn(Cc2ccccc2Cl)c(C)c1NC(=O)c1ccn(C)n1 | 0.7 | 5 | -7 | -6 | 0 | -2 | -1 | -3 | -1
COc1ccc(C(=O)O)c(OC)n1 | -0.5 | -3 | 2 | -3 | -6 | 0 | 0 | 8 | 4
O=C(COC(=O)c1ccccc1)NCCC1=CCCCC1 | 1.3 | 6 | -4 | -7 | 35* | -4 | 0 | 3 | -2

Later entries:
SMILES | PP5 inh | Fh CTSL1 inh | proCasp3 act | core dimer inh | PAFAH2 FP inh | PP1 counter | AHR activator | procasp7 counter | TPT1 inh
Cc1ccccc1-c1nc(CN2CCC(C(=O)NCCC3=CCCCC3)CC2)c(C)o1 | 5.6 | 2 | -4 | -1 | -7 | 1 | -2 | 5 | -2
NC(=S)Nn1c(CCC(=O)O)ccc1-c1ccccc1 | -0.2 | 0 | 5 | -1 | -8 | -1 | -4 | -6 | 1
Cc1cc2c3c(c1)C1(C(=O)N3C(C)(C)CC2C)C(C#N)=C(N)Oc2cc(O)ccc21 (stereo not drawn) | 7.5 | 0 | 0 | 0 | -2 | 3 | 6 | 0 | -1
O=C(COC(=O)C1CC2C=CC1C2)Nc1c(Br)cc([N+](=O)[O-])cc1Br (stereo not drawn) | nt | nt | 5 | nt | 16 | nt | 24 | -7 | nt
COc1ccccc1-n1c(O)c(C=NCc2ccccn2)c2ccccc2c1=O | -4.6 | -5 | 5 | 3 | -3 | -3 | 0 | 0 | 1
O=C1N(Cc2cccc(Cl)c2)C[C@@H]2C[C@@H](c3cccn3-c3cccnc3)N3CCC[C@@]123 | -0.9 | 3 | -3 | 1 | 7 | 4 | 5 | -17 | -8
Cn1c(O)c(N=NC(=O)c2ccccc2O)c2ccccc21 | 3.8 | 5 | -11 | -8 | 13 | -4 | 39 | 4 | 0
CC(C)CC1NC(=O)N(CC(=O)N2CCN(S(=O)(=O)c3ccccc3)CC2)C1=O (stereo not drawn) | -1.2 | -1 | 4 | -6 | -2 | -2 | 2 | 5 | -1
O=C(Cc1ccc([N+](=O)[O-])cc1)N1CCCc2ccccc21 | 3.3 | -4 | -2 | 13 | 2 | 6 | 6 | 13 | 3
CCOC(=O)c1cnc(SCC(=O)Nc2cccc(OC)c2)nc1N | 1.5 | 1 | 19 | 3 | -3 | 2 | 0 | 0 | -5
CC1CCN(C(=S)c2cn(Cc3cccc(F)c3)c3ccccc23)CC1 | 3.1 | -1 | 7 | 14 | 11 | -1 | -2 | 3 | -2
COc1cccc(NC(=O)CN(C)C(=O)C2CC3C=CC2C3)c1 (stereo not drawn) | nt | nt | -4 | nt | -2 | nt | 1 | 5 | nt
CC(C)(C)C(=O)CSc1ccc(S(=O)(=O)N2CCCC2)cn1 | 2.9 | nt | -19 | nt | 1 | -2 | 2 | -27 | nt
O=C(c1ccccc1F)N1CCN(S(=O)(=O)c2ccc(S(=O)(=O)N3CCCCC3)cc2)CC1 | 1.1 | -3 | -2 | 1 | 1 | -2 | 1 | -3 | -1
COc1cccc(C(=O)NCCS(=O)(=O)N2CCC3(CC2)OCCO3)c1 | -0.6 | 3 | 8 | -2 | -1 | 1 | 0 | -5 | -3
COc1ccc([C@@H]2CC=C(C(=O)O)[C@H](c3ccc(F)cc3)N2S(=O)(=O)c2ccc(C)cc2)cc1OC | 2.9 | -6 | 0 | 10 | 2 | -7 | -2 | -1 | -2
CCOC(=O)CNC(=O)C12CC3CC(C1)CC(c1ccc(C)cc1)(C3)C2 | 0.9 | -1 | 10 | 5 | -4 | -3 | 1 | 9 | -3
Cc1ccc2nc(-c3ccc(NC(=O)c4cccnc4)cc3)oc2c1 | 1.1 | -4 | 3 | -1 | -22 | -3 | -9 | 4 | 1
CCOC(=O)N1CCC(NC(=O)C(Cc2ccccc2)NC(=O)C2CCCCC2)CC1 (stereo not drawn) | 1.3 | 1 | -2 | 1 | -4 | -3 | 0 | 11 | -2
Cc1ccccc1-c1nc(CS(=O)(=O)CC(=O)N2CCCCC2)c(C)o1 | 0.1 | -2 | 6 | -3 | 10 | -2 | -2 | 3 | -3
CN(C1CCCCC1)S(=O)(=O)c1ccc2[nH]c(=O)oc2c1 | -1.0 | -4 | -1 | -1 | -6 | 1 | -1 | 10 | -2
CCc1nnc(NC(=O)c2ccc(COc3ccccc3C)o2)s1 | 0.4 | -1 | -10 | 6 | 11 | -5 | -2 | 0 | -1
Cc1cc(C(=O)Nc2c(C)nn(Cc3ccccc3Cl)c2C)no1 | -3.3 | -1 | 0 | 2 | -1 | -5 | 0 | -8 | -1
CC(=O)c1ccc(N2CCN(C(=O)c3n[nH]c4ccccc34)CC2)cc1 | 1.3 | 3 | -2 | -2 | -7 | -6 | 2 | 7 | -3
O=S1(=O)CCOCCN1Cc1ccccc1 | 0.1 | -3 | 8 | -15 | 9 | 1 | 0 | 3 | -3

Random excerpt: 4 records from the list, in no set order.
SMILES | PP5 inh | Fh CTSL1 inh | proCasp3 act | core dimer inh | PAFAH2 FP inh | PP1 counter | AHR activator | procasp7 counter | TPT1 inh
CC(=O)c1ccc(N2CCN(C(=O)c3n[nH]c4ccccc34)CC2)cc1 | 1.3 | 3 | -2 | -2 | -7 | -6 | 2 | 7 | -3
O=C(c1ccccc1F)N1CCN(S(=O)(=O)c2ccc(S(=O)(=O)N3CCCCC3)cc2)CC1 | 1.1 | -3 | -2 | 1 | 1 | -2 | 1 | -3 | -1
CCOC(=O)N1CCC(NC(=O)C(Cc2ccccc2)NC(=O)C2CCCCC2)CC1 (stereo not drawn) | 1.3 | 1 | -2 | 1 | -4 | -3 | 0 | 11 | -2
O=C(Cc1ccc([N+](=O)[O-])cc1)N1CCCc2ccccc21 | 3.3 | -4 | -2 | 13 | 2 | 6 | 6 | 13 | 3

Continuation:
SMILES | PP5 inh | Fh CTSL1 inh | proCasp3 act | core dimer inh | PAFAH2 FP inh | PP1 counter | AHR activator | procasp7 counter | TPT1 inh
CC1CCc2c(sc3ncnc(NS(=O)(=O)c4cccs4)c23)C1 (stereo not drawn) | -0.1 | 3 | 1 | 10 | 6 | 0 | 4 | 4 | 2
CCOC(=O)C(=CNc1ccc(OC)cc1[N+](=O)[O-])C(=O)OCC | 2.2 | 3 | -8 | 3 | 0 | -3 | 4 | 14 | -2
S=c1[nH]cnc2sc(-c3ccccc3)cc12 | 0.0 | -2 | 3 | 12 | 1 | 1 | 6 | -18 | -2
Clc1ccc(N/N=C/c2cccnc2)cc1 | -4.8 | 17* | -13 | -18 | 8 | 1 | 31 | -18 | -3
CCOc1cc(N2CCOCC2)c(OCC)cc1NC(=O)c1[nH]c(C)c(C(C)=O)c1C | 5.2 | nt | -6 | nt | 8 | 2 | -3 | -10 | nt
COc1ccc(CN2CCN(C(=O)C3CCC(CNS(=O)(=O)c4ccccc4)CC3)CC2)c(OC)c1OC (stereo not drawn) | 0.2 | -1 | 5 | 9 | 5 | -3 | 2 | 9 | -2
CCOC(=O)c1ccc2c(c1)N(CC(=O)N1CCCC1)C(=O)C(C)(C)O2 | -0.2 | -3 | 1 | -3 | -3 | 3 | -4 | 15 | 1
OCC[C@@H]1C[C@@H](O)[C@H](O)[C@]2(OCCc3ccccc32)O1 | 2.4 | -1 | 0 | -10 | 4 | -2 | -1 | 4 | -5
CCN(Cc1ccccc1)S(=O)(=O)c1ccc(OC)c2ncccc12 | -1.2 | 3 | 4 | -2 | 1 | -3 | 3 | -5 | -4
Cc1nc2ccc(NS(=O)(=O)c3ccc4c(c3)OCCO4)cc2s1 | 1.9 | 2 | -3 | -6 | 8 | -1 | -3 | 0 | -7
C/C(=C\C(=O)c1ccccc1)NCc1ccc(F)cc1 | 2.3 | -4 | -6 | 0 | -3 | 0 | -10 | -12 | -4
